Screening data from PubChem.
PKA-R2B activ – PKA-R2B complex activation; PKA-R2B holoenzyme dissociation, Cy5-IP20 fluorescence polarization; R2B truncated from residue 108, S112A mutant; 0% DMSO only, 100% 113 µM cGMP; activation, % at 11.4 µM; 0.079% of 340,000 active; AID 504700; P22694+P31323;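 active = activation above a cutoff set at the mean over all compounds plus 3 SD, cut at about 18% in these data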;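 also: higher means more holoenzyme dissociation and a rise in polarization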
Target sequence (P31323 whole entry, looked up, other chains not shown, the tested form may be a part): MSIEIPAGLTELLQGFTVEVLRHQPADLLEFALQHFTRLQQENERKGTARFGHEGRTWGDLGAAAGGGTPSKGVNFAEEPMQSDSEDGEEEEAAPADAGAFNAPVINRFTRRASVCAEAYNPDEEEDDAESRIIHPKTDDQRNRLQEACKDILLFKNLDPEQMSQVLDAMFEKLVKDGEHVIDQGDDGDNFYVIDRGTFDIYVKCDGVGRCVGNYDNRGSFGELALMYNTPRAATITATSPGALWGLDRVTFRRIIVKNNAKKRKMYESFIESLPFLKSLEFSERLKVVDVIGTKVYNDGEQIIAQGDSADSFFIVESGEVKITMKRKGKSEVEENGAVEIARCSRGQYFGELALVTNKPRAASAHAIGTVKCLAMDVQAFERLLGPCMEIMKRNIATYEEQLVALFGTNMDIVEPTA
Cardiac RTF inh – cardiac RTF calcium desensitization. P19429+P45379. IANBD-labeled cardiac RTF, Ca2+ fluorescence. inhibition, % at 7.15 µM. 0.12% of 340,000 active. AID 493244;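 active = inhibition above the mean inhibition of all tested compounds plus 3 SD, cut at about 17% in these data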;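 also: assay run at fixed EC70 calcium of 1.6 mM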
PvdQ acylase – P. aeruginosa PvdQ acylase inhibition; purified PvdQ acylase, fluorescence plate reader; inhibition, % at 10 µM; 0.063% of 340,000 active; in the data active = inhibition above about 30%, passing the limit was not always enough;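 also: 0% = vehicle neutral wells and 100% = reference inhibitor wells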
Keap1-Nrf2 PPI – disrupts human Keap1 binding to Nrf2 peptide; Q14145; Keap1 Kelch-Nrf2 peptide fluorescence polarization, 1536-well; inhibition, % at 9.4 µM; 0.15% of 340,000 active; AID 504523; in the data active = inhibition above about 12%;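 also: human Keap1 Kelch domain with fluorescein labeled Nrf2 9mer peptide probe; 0% = neutral control wells and 100% = peptide positive control; higher means more block of Keap1 binding to Nrf2 peptide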
Target sequence (Q14145 whole entry, looked up, the tested form may be a part): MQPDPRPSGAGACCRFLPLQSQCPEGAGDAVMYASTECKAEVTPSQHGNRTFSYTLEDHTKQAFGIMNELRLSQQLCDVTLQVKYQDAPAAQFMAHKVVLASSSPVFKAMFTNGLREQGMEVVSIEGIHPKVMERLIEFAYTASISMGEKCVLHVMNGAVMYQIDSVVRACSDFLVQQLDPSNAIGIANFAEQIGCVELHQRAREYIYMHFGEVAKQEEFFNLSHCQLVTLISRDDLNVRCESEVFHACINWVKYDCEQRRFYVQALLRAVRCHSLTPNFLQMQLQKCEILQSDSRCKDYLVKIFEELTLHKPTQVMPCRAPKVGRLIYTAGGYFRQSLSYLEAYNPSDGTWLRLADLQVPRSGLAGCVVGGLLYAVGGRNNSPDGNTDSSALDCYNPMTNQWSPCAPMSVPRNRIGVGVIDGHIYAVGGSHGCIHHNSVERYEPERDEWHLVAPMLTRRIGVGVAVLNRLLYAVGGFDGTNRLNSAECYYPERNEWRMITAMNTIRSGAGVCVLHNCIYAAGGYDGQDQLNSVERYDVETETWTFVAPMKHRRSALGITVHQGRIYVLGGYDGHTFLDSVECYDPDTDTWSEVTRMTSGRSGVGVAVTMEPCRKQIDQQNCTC
NSD2 HMT inh – inhibitors of human histone methyltransferase NSD2; O96028; AID 743445; NSD2 peptide methylation, AlphaScreen, 120 min; 0.54% of 310,000 active; inhibition, % at 12.5 µM; in the data active = inhibition above about 50%
Arrestin-AP2 inh – blocks beta-arrestin peptide binding to AP2 adaptin. inhibition, % at 10 µM. FITC-arrestin peptide / GST-AP2 beads, flow cytometry; AP2 beta2 appendage carries R879A mutation. 0.31% of 340,000 active;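 active = inhibition above a set limit, near 3 SD of compounds lacking own fluorescence, cut at about 54% in these data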;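 also: plate controls were DMSO wells for no effect and 5 µM unlabelled arrestin peptide for full effect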
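system = GST-tagged AP2 beta2-adaptin appendage (R879A) on 4 µm glutathione beads | reagent = FITC-labelled arrestin peptide probe, 50 nM final | schedule = compound with beads 12 min RT, then probe 1 h RT | signal = HyperCyt-sampled flow cytometry, FL1 channel, ex 488/em 535 nm | read-out = percent response from loss of bead-bound FITC fluorescence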
DAGLB inhibitor – diacylglycerol lipase beta (human) inhibition; Q8NCG7; inhibition, % at 5.17 µM; HEK293T DAGLB membrane lysate, EnzChek fluorogenic substrate; AID 504411; 0.059% of 340,000 active; in the data active = inhibition above about 34%;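 also: 0% = enzyme with vehicle and 100% = wells lacking enzyme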
SR-BI DiI inh – mouse SR-BI HDL lipid transfer inhibition. AID 488896. ldlA[mSR-BI] CHO cells, DiI-HDL uptake fluorescence, 3 h. 0.96% of 320,000 active. inhibition, % at 12.5 µM;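 active = mean replicate inhibition of at least 70% and a set share of replicates each scoring 70 or more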;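 also: 0% = median of neutral control wells and 100% = median of positive control wells; values of inactives mirror those of a sister screen read the other way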
LANA DNA inh – inhibitors of KSHV LANA C-terminal domain DNA binding; MBP-C-LANA/FAM-LBS DNA binding, fluorescence polarization; inhibition, % at 9 µM; 0.078% of 340,000 active;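 active = highest replicate inhibition at or above 60% at 9 µM, even if other replicates fall short; inactive = all replicates below 60% inhibition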;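 also: 0% = neutral control wells and 100% = 4 µM acridine orange control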
SR-BI uptake up – enhances SR-BI lipid uptake from DiI-HDL | 0.096% of 320,000 active | activation, % at 12.5 µM | CHO ldlA[mSR-BI] cells, DiI-HDL uptake fluorescence, 3 h; 100 = double the neutral-control signal;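 active = mean replicate activation of at least 60% and every replicate at or above 60%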;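 also: 0% = median plate neutral-control signal and 100% = twice that signal; values of inactives mirror those of a sister screen read the other way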
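Material: SR-BI-overexpressing, LDLR-lacking CHO cells; schedule: compound exposure 3 h, 37 °C; reagent: DiI-labelled HDL at 10 µg/mL final; technique: bottom-read fluorescence, 550/595 nm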
* hit, by the source's call; nt = not tested or not shown. An unsorted share of the library; 2.1% or so of the library scored in one or more.

molecule	LANA DNA inh	Cardiac RTF inh	DAGLB inhibitor	Keap1-Nrf2 PPI	NSD2 HMT inh	SR-BI DiI inh	SR-BI uptake up	PKA-R2B activ	Arrestin-AP2 inh	PvdQ acylase
Cc1ccccc1-c1nnn(Cc2cccc(S(=O)(=O)N3CCOCC3)c2)n1	-1.6	-3	-4	-7	-2	7	-7	2	-1	-7
COc1cccc(C2C(C(N)=O)=C(C)Nc3nc(-c4cccc(Cl)c4)nn32)c1 (centres undefined)	-0.3	-5	0	2	nt	3	-3	-3	19	-4
CC(C)=CCCC(C)CN1CCC(N2CCC(C(=O)NC(C)C)CC2)CC1 (centres undefined)	0.1	4	-1	-5	2	nt	nt	-11	18	8
CCN(CC)S(=O)(=O)c1ccc(NC2CCCc3ccccc32)nc1 (centres undefined)	-2.0	-3	-3	-3	-8	31	-31	-4	-3	-8
CCC(=O)N1N=C(c2c(-c3ccccc3)c3cc(Cl)ccc3[nH]c2=O)CC1c1ccco1 (centres undefined)	-0.8	0	4	-3	0	4	-4	4	-1	-7
Cc1ccc(N2CCN(CC(O)COC3CCCCC3)CC2)cc1 (centres undefined)	-0.3	4	0	-7	5	-9	9	4	-13	-8
CC1CCN(S(=O)(=O)c2ccc(C(=O)N(C)C3CCS(=O)(=O)C3)cc2)CC1 (centres undefined)	0.8	-4	-1	-2	-2	-20	20	-12	-5	-8
Cc1ccc(NC(=S)NNC(=O)c2ccc(N3CCOCC3)c([N+](=O)[O-])c2)cc1C	-2.0	-9	13	2	12	-14	14	-5	10	0
COc1ccc(/C=N/Nc2nn3cnnc3c3ccccc23)cc1	0.6	-3	-1	-2	11	nt	nt	4	-4	-12
Cc1c2cnn(CC(=O)NCCN3CCOCC3)c(=O)c2c(C)n1Cc1ccccc1	0.0	-8	2	0	nt	-5	5	5	-7	-16
CC(=O)C1(O)C(C)CC2C3CCC4CC(O)CCC4(C)C3=CCC21C (centres undefined)	-0.5	-27	-4	-2	9	8	-8	-5	3	-2
O=C(CCNC(=O)c1ccco1)Nc1ccc(Cl)cc1	-0.6	3	-1	-3	0	-8	8	-11	-3	-11
CN(C)c1ccc(/C=C(\C#N)C(=O)c2ccccc2)cc1	5.7	-106	-34	-11	-2	nt	nt	-5	10	-12
COC(=O)CSc1nnc(-c2cccnc2)n1-c1cccc(OC)c1	-1.5	4	-1	-4	-1	-12	12	-9	-2	-9
O=C(CSc1nnc(-c2ccccc2Br)o1)N1CCN(C(=O)c2ccco2)CC1	-0.4	-5	6	-6	-4	16	-16	-1	2	-10
Cc1c(NC(=O)COc2ncnc3c(Cl)cc(Cl)cc23)c(=O)n(-c2ccccc2)n1C	1.3	-1	-2	-2	21	13	-13	-1	7	4
CCOc1cc(S(=O)(=O)NCc2ccncc2)c(C)cc1C	0.2	1	0	-1	-1	-9	9	-2	7	11
O[C@@H](c1cc(C(F)(F)F)nc2c(C(F)(F)F)cccc12)[C@H]1CCCCN1	-1.8	-1	5	-9	nt	-17	17	1	-10	-11
CCCCNC(=O)c1ccc(NS(=O)(=O)c2ccccc2)cc1	-1.0	2	0	-5	0	-8	8	-4	-5	-21
COC(=O)c1c(NC(=O)CN2C(=O)C(=O)N(CC(C)C)C2=O)sc(C)c1C	-2.8	2	-1	-2	1	-2	2	-6	34	8
COc1ccc(CCNC(=O)COc2cc(O)c3c(c2)OC(C)(C)CC3=O)cc1	-0.5	0	-4	2	nt	31	-31	0	3	-8
CCn1c2ccc(F)cc2c2nnc(SCCN3CCCCC3)nc21	-2.4	-4	-2	-1	7	9	-9	10	-9	-17
Cc1ccc(C)c(OC(=O)c2ccncc2)c1	1.6	-2	-2	0	-1	-7	7	5	-3	13
C=CCn1c(SCC(=O)NCC(=O)OCC)nnc1-c1cccc(OC)c1	1.8	-1	0	0	1	-16	16	-2	32	17
CCCOc1ccc(C(=O)Nc2ccc(CN3CCOCC3)cc2)cc1	-3.0	-9	-2	-4	6	38	-38	-18	7	-16
CC1CN(CC(=O)NN=C(c2ccccc2)c2ccccc2)CC(C)O1 (centres undefined)	1.0	-3	-1	-2	-1	9	-9	0	27	1
COc1ccc(CNC(=O)C(C)N2CCN(S(=O)(=O)c3ccccc3F)CC2)cc1 (centres undefined)	-0.4	-5	-6	-6	0	-29	29	2	2	-16
O=C(COC(=O)C1=COCCO1)NC1CCCCCCC1	0.6	2	0	-4	1	-19	19	-13	3	-10
CCCCn1c(=O)[nH]c(=O)c2c1nc(-c1ccc(C)c([N+](=O)[O-])c1)n2CC	0.1	-4	1	-5	0	nt	nt	2	10	-12
O=C(CSc1nncn1-c1ccccn1)Nc1cccc(Cl)c1	-1.9	-10	-1	-3	13	1	-1	1	14	-8
N#Cc1ccccc1Sc1ccccc1C(=O)OCC(=O)NC1CCCCC1	-0.1	-16	1	1	-3	2	-2	-4	1	15
Cc1c(CNCc2cccs2)c(C(=O)O)c(C)n1Cc1ccccc1	-1.3	-12	-1	-2	9	-9	9	4	6	5
COc1ccccc1N(C)S(=O)(=O)c1ccc(C(=O)NCC(C)C)cc1	0.2	-11	4	3	0	4	-4	7	3	-6
Clc1ccccc1C1=CC(c2ccco2)n2ncnc2N1 (centres undefined)	13	-26	-7	2	2	nt	nt	-3	-3	-5
CCOC(=O)c1[nH]c2ccc(OC)cc2c1NC(=O)c1ccc2c(c1)OCO2	0.3	9	-2	-2	nt	53	-53	-1	-2	-4
CC1(C)CC(=O)C=C(c2cccc3c2sc2ccccc23)C1	-1.2	-3	-5	-7	nt	28	-28	-5	22	13
CCC(=O)Nc1ccc(S(=O)(=O)Nc2ccc(Cl)nn2)cc1	1.6	-11	0	-2	0	6	-6	1	-4	-3
CCOc1ccccc1Oc1coc2cc(OC(=O)c3ccco3)ccc2c1=O	-0.2	-3	7	-6	0	10	-10	-19	8	5
Cc1ccc(S(=O)(=O)N2CCN(CC(=O)N/N=C\C(Cl)=C\c3ccccc3)CC2)cc1	1.1	-5	2	3	0	4	-4	-8	nt	-4
O=C(CCCOc1ccccc1)NNC(=O)c1ccc(Cl)cc1	-0.1	-3	-4	4	-2	-3	3	-9	5	6
CC1(C)CC(=O)C([N+](=O)[O-])=C(NCCCO)C1	-1.4	-4	1	-4	0	-35	35	-16	-7	-4
C/C(=N\NC(=O)CSCc1ccccc1Br)c1cccc([N+](=O)[O-])c1	0.3	-6	1	-1	0	6	-6	5	2	-12
N#C/C(=C/c1ccc(Sc2nc3ccccc3[nH]2)o1)c1cccc(Br)c1	2.6	5	-8	-2	1	0	0	4	-6	-4
CCOC(=O)C1=C(CC)OC(N)=C(C#N)C1c1ccc(OC)c(C)c1OC (centres undefined)	-1.1	1	-3	-2	-8	0	0	5	-2	0
N#C/C(=C\c1cccs1)C(=O)N1CCOCC1	15	-8	-1	-6	-2	-2	2	3	1	-17
COc1ccc([N+](=O)[O-])cc1CSc1nnc(NC(C)=O)s1	-1.0	0	-1	-1	-1	-1	1	-6	18	2
CCCN(C(=O)CSc1nc(C2CC2)n(-c2ccccc2)n1)C1CCS(=O)(=O)C1 (centres undefined)	-1.3	-5	-2	-2	0	-11	11	0	24	7
O=C1CC(c2cccs2)c2ccc3ccccc3c2N1 (centres undefined)	0.3	-4	3	-1	1	15	-15	-1	13	-1
O=C(CCNC(=O)c1ccc(Br)cc1)NNC(=O)C1COc2ccccc2O1 (centres undefined)	1.2	-1	1	-3	25	-1	1	5	12	6
O=C(Nc1ccccc1)C(=O)c1c[nH]c2ccccc12	-2.5	6	-3	-1	-1	-3	3	13	-10	-7
COc1ccc([N+](=O)[O-])cc1CSc1ccccn1	-0.9	-3	-2	-2	0	22	-22	8	-4	0
Nc1ccccc1Nc1c(F)c(F)nc(F)c1Cl	-1.0	-6	3	-1	9	9	-9	4	-2	-15
Cc1ccc(NC(=O)CSc2nnc(-c3n[nH]c4ccccc34)n2-c2ccccc2)c(C)c1	1.6	-3	-4	1	-2	11	-11	-6	-18	-2
CC(C)N1CCC(NC(=O)Nc2ccccc2)CC1	-3.7	-1	2	-1	-3	-6	6	12	4	-23
COCCCNC(=O)CC1C[C@H](C(=O)N(C(C)C)C(C)C)[C@@]2(C)c3[nH]c4ccccc4c3CCN2C1=O (some centres undefined)	0.5	-6	-3	-8	nt	13	-13	2	-8	-11
COc1ccc(C(=O)NCc2c(C)nn(Cc3ccccc3)c2C)cc1S(=O)(=O)N1CCOCC1	-2.1	1	-2	-1	0	3	-3	-4	-4	-3
COc1ccc(CCNc2nc(-c3ccncc3)cs2)cc1OC	-0.3	-9	0	2	1	nt	nt	1	2	-7
Cc1ccc2nc(N(CCCN(C)C)C(=O)c3ccc(S(=O)(=O)N(C)C)cc3)sc2c1	-0.5	-8	2	0	-2	1	-1	-12	3	-5
Cc1nc(-c2ccccc2)[nH]c(=O)c1Oc1ccc(Cl)cc1Cl	-0.7	-3	1	4	0	5	-5	-1	12	-23
O=C(/C=C/c1ccc(Cl)cc1Cl)c1ccc[nH]1	1.2	-7	-3	-3	1	4	-4	-5	27	-9

Further structures.
molecule	LANA DNA inh	Cardiac RTF inh	DAGLB inhibitor	Keap1-Nrf2 PPI	NSD2 HMT inh	SR-BI DiI inh	SR-BI uptake up	PKA-R2B activ	Arrestin-AP2 inh	PvdQ acylase
O=C(COC(=O)c1c(Cl)cccc1Cl)NC1CCCCC1	-1.5	-4	-2	7	-3	-8	8	2	11	6
c1ccc2c(c1)ncn2CCCCOc1ccc2c(c1)CCC2	0.3	-4	-1	2	-1	11	-11	1	-6	-14
COc1ccc(S(=O)(=O)N2CCC(c3nc4ccccc4[nH]3)CC2)cc1	-1.0	-5	1	-4	0	nt	nt	-3	3	-15
O=C(Nc1ccc(S(=O)(=O)NCc2ccco2)cc1)c1ccc(F)cc1	-2.1	-2	2	-3	1	14	-14	-4	-6	-12
O=C(c1ccccc1F)N1CCN(Cc2ccc3c(c2)OCO3)CC1	-1.1	-5	-3	1	nt	-14	14	-4	11	-4
CCCn1c(C)cc(C(=O)COC(=O)c2nccnc2N)c1C	-0.7	-13	2	0	3	0	0	-15	-7	-7
CCOC(=O)c1nc(C)n(-c2cc(Cl)cc(Cl)c2)n1	-0.1	-5	0	-1	2	-3	3	-6	7	-8
CCn1c(SCC(=O)C(C)(C)C)nnc1-c1cccnc1	0.2	-9	4	1	-7	-30	30	1	5	0
